UHRF1 binding – UHRF1 methyl-DNA binding inhibition; Q96T88; UHRF1 binding to methylated oligo, TR-FRET; inhibition, % at 4.4 µM; actives 0.75% (n = 370,000); AID 687016; in the data active = inhibition above about 21%;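 note: UHRF1 SRA domain binding a hemimethylated CpG hairpin DNA probe; 0% = median of test compound wells and 100% = reference inhibitor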
TDP2 inh – blocks human TDP2 phosphodiesterase activity; actives 0.34% (n = 370,000); recombinant TDP2, T5PNP hydrolysis, p-nitrophenol absorbance 415 nm; O95551; AID 720702; inhibition, % at 12.8 µM;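 active = inhibition above the mean of all tested compounds plus 3 SD, set per campaign, cut at about 25% in these data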;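 note: 0% = DMSO with enzyme and 100% = buffer with substrate but no TDP2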
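Test system: Human TDP2 enzyme | Reagent: 5 mM T5PNP | Compound dosing: 12.8 µM single point, 1% DMSO | Incubation: Enzyme reaction with compound for 2 h at 37 °C | Technique: p-Nitrophenol epi absorbance | Read-out: % inhibition relative to enzyme-containing and enzyme-free wells | Benchmarks: High control without enzyme, low control DMSO plus TDP2 | Replicates: Singlicate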
SIAE inh – inhibitors of human sialic acid acetylesterase SIAE | SIAE FP-Rh probe binding, fluorescence polarization | inhibition, % at 9.66 µM | actives 0.69% (n = 370,000);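 active = inhibition above a cutoff: mean of compounds within the control limits plus 3 SD of those, cut at about 17% in these data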;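 note: 0% = plate median of compound wells and 100% = probe without SIAE protein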
Target sequence (Q9HAT2 whole entry, looked up): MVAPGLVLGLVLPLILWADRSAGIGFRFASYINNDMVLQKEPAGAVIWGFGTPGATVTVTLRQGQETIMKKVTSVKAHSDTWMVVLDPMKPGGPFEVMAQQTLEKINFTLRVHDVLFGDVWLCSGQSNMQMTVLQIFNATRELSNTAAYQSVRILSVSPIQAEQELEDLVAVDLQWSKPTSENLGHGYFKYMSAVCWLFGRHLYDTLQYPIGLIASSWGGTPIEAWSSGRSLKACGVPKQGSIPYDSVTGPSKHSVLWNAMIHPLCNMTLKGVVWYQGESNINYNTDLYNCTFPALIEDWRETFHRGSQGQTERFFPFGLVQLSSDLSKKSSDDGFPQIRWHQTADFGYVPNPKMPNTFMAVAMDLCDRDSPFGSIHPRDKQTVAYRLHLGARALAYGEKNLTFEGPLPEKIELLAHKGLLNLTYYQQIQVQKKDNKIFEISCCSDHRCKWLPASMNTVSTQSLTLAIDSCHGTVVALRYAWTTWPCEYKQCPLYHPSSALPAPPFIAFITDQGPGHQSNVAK
TCR-CD3 inh – inhibitors of human TCR-CD3 interaction. inhibition, % at 9.4 µM. actives 0.37% (n = 360,000). TAMRA-labeled TCR probe fluorescence, biochemical; in the data active = inhibition above about 19%;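 note: recombinant mutant TCR 2C K166C tagged with TAMRA read by polarization; 0% = receptor in buffer alone and 100% = receptor with positive control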
LEDGF integ inh – blocks HIV-1 LEDGF/p75-dependent DNA integration | actives 0.64% (n = 370,000) | inhibition, % at 3.7 µM | AID 743269 | TR-FRET IN-LEDGF/p75 DNA integration, Eu/Cy5;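 active = inhibition above the screen-wide mean plus 3 SD, cut at about 13% in these data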;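 note: signal is the Cy5 over europium emission ratio at 671 and 618 nm; 0% = plate median of compound wells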
HTRA1 inhibitor – HTRA1 (human) protease inhibition | inhibition, % at 5.96 µM | recombinant HTRA1, FP-rhodamine activity-based probe, fluorescence polarization | AID 504803 | actives 0.5% (n = 340,000) | Q92743; in the data active = inhibition above about 36%;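 note: 0% = enzyme with DMSO and 100% = wells lacking enzyme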
PG9 binder – PG9 antibody binding by small molecule; actives 0.43% (n = 360,000); AID 624416; TR-FRET gp120-PG9 antibody binding; inhibition, % at 6.7 µM; in the data active = inhibition above about 8.5%
mABHD4 FP – ABHD4 (mouse) inhibition, primary FP screen; Q8VD66; purified mABHD4, FP-Rh probe fluorescence polarization; inhibition, % at 8.92 µM; actives 0.54% (n = 370,000);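 active = inhibition exceeding the mean over every tested compound plus 3 SD, cut at about 30% in these data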;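 note: 0% = plate median of compound wells and 100% = S159A mutant with DMSO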
Target sequence (Q8VD66 whole entry, looked up): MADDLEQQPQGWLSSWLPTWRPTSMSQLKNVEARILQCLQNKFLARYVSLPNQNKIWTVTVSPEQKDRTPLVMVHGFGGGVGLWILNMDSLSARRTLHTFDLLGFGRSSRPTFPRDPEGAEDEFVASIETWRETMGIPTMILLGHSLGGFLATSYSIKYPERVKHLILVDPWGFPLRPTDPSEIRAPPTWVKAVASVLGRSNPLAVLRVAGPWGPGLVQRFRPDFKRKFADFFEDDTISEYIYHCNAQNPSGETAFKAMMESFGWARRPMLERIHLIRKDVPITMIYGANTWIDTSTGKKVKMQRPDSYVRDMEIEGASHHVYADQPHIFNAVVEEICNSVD
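System: mouse ABHD4 enzyme, wild type / Medium: HEPES pH 7.0, NaCl, Pluronic buffer / Reagent: FP-Rh activity-based fluorescent probe / Control set: S159A mutant high control, sample median low control / Detection: fluorescence polarization with parallel and perpendicular emission, 525/598 nm / Schedule: 45 min + 60 min at 25 °C / Compound dosing: 8.92 µM, single dose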
PRMT1 FP inh – blocks human protein arginine methyltransferase 1; Q99873; recombinant PRMT1, activity-based probe fluorescence polarization; actives 1.3% (n = 370,000); inhibition, % at 2.79 µM; AID 652257;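 active = inhibition above about 21% made by adding two undisclosed values, limit read from the data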
Tn7 DDE FP – inhibitors of Tn7 peptide binding to human fibrin DD(E); inhibition, % at 8.3 µM; FP displacement of FITC-Tn7 peptide from fibrin DD(E); 0% = median of compound wells per plate; actives 0.13% (n = 370,000); P02675;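 active = inhibition above the mean of compounds falling within the control limits plus 3 SD of them, cut at about 14% in these data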;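 note: 0% = plate median of compound wells and 100% = 10 µM Aha-Tn7 peptide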
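system = human fibrin DD(E) protein | quantity = DD(E) 2 µM final | medium = Tris/NaCl/CaCl2 buffer, pH 7.8 | also added = labelled Tn7 tracer, 0.1 µM | compound dosing = single point at 8.3 µM | timing = compound with protein 10 min, then 3 h after probe, room temperature | signal = FP measurement | benchmarks = Aha-Tn7 high control | repeats = one replicate per compound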
The depositor's hits bear a star; / = no result given.

SMILES	UHRF1 binding	TDP2 inh	SIAE inh	TCR-CD3 inh	LEDGF integ inh	HTRA1 inhibitor	PG9 binder	mABHD4 FP	PRMT1 FP inh	Tn7 DDE FP
COc1cc(C2=CN(Cc3ccccc3)CCC2=O)cc(OC)c1OC	2	0	3	-2	-2	-4	-1.0	9	1	-1
COC(=O)C(Cc1c[nH]c2ccccc12)NC(=O)C(=O)c1c[nH]c2ccccc12 (stereo not given)	-4	2	-6	4	-3	-27	-1.0	-18	2	9
Cc1cc(C[n+]2ncsc2N)c2ncccc2c1	6	-18	0	-1	-4	-5	3.1	-12	4	2
CN1CCN(C(=O)c2ccc3c(=O)n(Cc4ccco4)c(=S)[nH]c3c2)CC1	1	-10	5	5	0	-6	-1.5	4	-2	5
Cn1c(SCC(=O)NCC2CCCO2)nnc1-c1cccc(NC(=O)c2ccccc2F)c1 (stereo not given)	-1	12	3	-1	-2	-4	-1.6	4	3	-7
O=c1c(Br)c(N2CCOCC2)cnn1-c1ccccc1	-1	7	8	0	7	2	-1.0	-6	-4	-1
O=[N+]([O-])c1ccc(/C=C/c2ccc3cccc(O)c3n2)cc1	-2	5	1	-4	-2	32	-0.9	7	4	7
O=C(c1ccc(S(=O)(=O)Nc2cccc(C(F)(F)F)c2)cc1)N1CCN(c2ccccc2O)CC1	-2	4	7	-5	1	-8	0.2	-7	1	-9
O=C(OCCN1C(=O)c2ccccc2C1=O)c1cccs1	2	-7	1	2	-5	-3	0.7	-5	0	-6
CCCn1c(SCN2C(=O)c3ccccc3C2=O)nc2cc(Cl)ccc2c1=O	-2	-2	13	-2	2	3	-2.3	-3	1	7
COc1cc(NC(=O)Nc2cccn3nc(COCCO)nc23)cc(OC)c1OC	4	7	3	-11	-4	/	-2.2	-6	0	-2
COc1ccc(OC)c(NC(=O)COC(=O)c2ccc(OC)c(S(=O)(=O)N3CCOCC3)c2)c1	2	-5	1	-2	2	-2	-1.1	-3	-2	-7
CCCCc1ccc(NC(=O)N[C@H](C(=O)O)C(C)CC)cc1 (stereo not given in full)	0	2	8	-4	1	2	-0.2	4	2	7
O=C(CCOc1ccccc1)Nc1ccnn1C1CCN(C(=O)CCC(F)(F)F)CC1	-2	4	6	-1	0	-4	0.5	-3	-2	-2
COc1ccccc1NC(=O)CN(Cc1ccco1)C(=O)c1ccc(N2CCCC2=O)cc1	1	5	3	-2	-1	-7	-0.7	2	0	-3
Nc1nccnc1C(=O)OCC(=O)Nc1ccc2[nH]c(=O)[nH]c2c1	-2	6	1	8	5	5	-2.2	-1	-6	-4
CCN(CC)S(=O)(=O)c1cccc(-c2nnc(SCC(=O)NCCC3=CCCCC3)n2N)c1	-1	0	-2	5	1	-6	-2.8	0	-2	-5
Cc1onc(-c2ccccc2Cl)c1C(=O)N1C=CC(C(F)(F)Cl)=NCC1	1	-6	-3	-3	-4	5	1.4	-2	7	6
Cc1nnc(NC(=O)c2sc3ccccc3c2Cl)s1	-2	6	-6	5	-1	-11	4.2	-15	-1	5
COc1ccc(CC(=O)OCC(=O)NCC2CCCO2)cc1OC (stereo not given)	0	3	-1	4	0	0	-0.6	3	-4	-4
O=C(O)c1ccc(NC(=S)Nc2ccc(S(=O)(=O)Nc3ccccn3)cc2)cc1	0	-1	-1	-1	1	5	-0.7	12	-1	-7
c1ccc(C(c2ccccc2)N2CCN(c3nc4ccccc4n4cnnc34)CC2)cc1	-2	7	7	5	3	/	-0.1	6	-3	5
COc1cc(Cl)c(C)cc1NC(=O)CSc1ccccc1	-2	4	-3	-2	-2	-24	-1.3	-4	-1	3
N=c1oc2cc(O)ccc2cc1C(=O)Nc1ccc(F)cc1	0	-19	1	-2	3	1	-1.5	5	3	-7
CCCn1c2c(c(O)c(C(=O)Nc3ccc(OCC)cc3)c1=O)CCCC2	1	-1	-3	0	-2	4	-0.4	0	1	6
Cc1nc(CN(C)C(=O)c2cc(COc3c(F)cccc3F)on2)cs1	-1	1	10	9	-1	-3	0.0	-6	-5	4
OCC[C@H]1C[C@H](O)[C@@H](O)[C@@]2(CCCc3ccccc3O2)O1	-2	-5	-5	9	-2	-5	0.7	2	-2	4
CCOC(=O)C(=NC1CCS(=O)(=O)C1)NNc1cc(Cl)ccc1Cl (stereo not given)	1	2	2	-2	4	0	-1.8	0	-2	-3
CN1CCNC(=O)C1CC(=O)O (stereo not given)	-2	12	5	3	2	5	-1.2	1	-1	0
COc1ccc(-c2cc(C(=O)N(C)CC(=O)Nc3cccc(F)c3)c3ccccc3n2)cc1OC	0	2	-15	-24	-2	-22	0.3	-6	-2	-4
CC1(C)CC(=O)C=C(c2cccnc2)C1	-4	3	-5	2	0	1	-0.7	11	1	-3
Oc1ccc(/C=N/Nc2ccnc3cc(Cl)ccc23)cc1O	-11	-8	14	10	-2	42*	-5.0	35*	-5	5
Cc1ccc(C)c(NC(=O)CN(C)C(=O)C2COc3ccccc3O2)c1 (stereo not given)	-2	-4	3	1	4	2	-0.1	2	-3	-6
CC(C)(C)OC(=O)C[C@H]1C/C=C\C[C@H](CC(=O)N(CCO)Cc2ccccc2)C(=O)NCCOC1=O	-3	-1	8	0	0	2	0.5	-5	-2	-4
CNc1ncnc2sc(-c3ccccc3)cc12	-7	5	-12	1	-1	-20	0.6	1	1	-6
CC(C)N1CCN(Cc2ccc(C#CC(C)(C)O)s2)CC1CCO (stereo not given)	-2	11	-9	7	-1	-5	-0.3	-6	-3	2
COc1ccc(N2C(=O)[C@@H]3[C@H](C2=O)[C@H]2C=CC=NN2[C@@H]3C(=O)Nc2ccc(Cl)cc2)cc1	0	-6	-6	-6	-2	/	-0.7	-2	7	1
COc1ccc(-n2cc(CN(C)Cc3n[nH]c(=O)[nH]3)c(-c3cccc(F)c3)n2)cc1	4	1	6	0	2	-27	0.3	11	1	3
C[C@@H]1CN([C@@H](C)CO)C(=O)c2cc(N(C)C)ccc2O[C@@H]1CN(C)Cc1ccncc1	0	2	6	3	-1	8	-2.7	5	-2	-1
N#C/C(=C\N1CCN(Cc2ccc3c(c2)OCO3)CC1)c1nc2ccccc2s1	-5	6	0	0	4	-31	-0.1	-12	-6	-2
NS(=O)(=O)c1ccc(CCNC(=O)c2ccc(OCC3CCCO3)cc2)cc1 (stereo not given)	3	2	3	-5	-8	6	-2.1	1	5	7
CCOc1cc(Br)c(CC(=O)O)cc1OCC	3	17	-6	10	0	6	0.1	0	-7	5
COCCN(C(=O)c1ccc(N2C(=O)c3ccccc3C2=O)cc1)c1c(N)n(CC(C)C)c(=O)[nH]c1=O	1	-6	-4	9	4	5	1.9	8	0	2
O=C(Nc1ccccc1F)Nc1ccccc1Br	1	-4	3	5	0	-5	-0.6	-4	0	3
COc1ccc(-c2cc([C@H]3[C@H]4C=CC[C@@H](C)[C@@H]4C(=O)N3Cc3ccccc3)ccc2F)cc1OC	-2	3	2	7	0	-62	-0.9	-4	0	-8
CCOCCCN(C(=O)Cn1nnc(-c2ccc(OC)c(OC)c2)n1)C(C(=O)NCC1CCCO1)c1ccc(F)cc1 (stereo not given)	0	8	2	-9	1	3	-2.2	-1	0	4
COc1ccc(S(=O)(=O)NCCN2CCOCC2)c(C)c1C	2	0	-4	-4	3	11	-0.4	-20	9	7
CCCc1nc2c([nH]1)c(=O)n(C)c(=O)n2C	2	2	-3	-1	4	-1	0.2	-8	7	7
CN(CC(=O)O/N=C(\N)c1cccc([N+](=O)[O-])c1)S(=O)(=O)c1ccccc1	-4	4	11	7	-4	-6	-2.6	-8	-4	-2
Cn1c(NC(=O)c2cccc(C(F)(F)F)c2)cc(=O)n(C)c1=O	-2	-4	2	1	2	-2	0.2	-1	-2	-4
Cc1ccc(-c2csc3ncnc(-n4cnc5ccccc54)c23)cc1	13	1	-1	2	3	-6	-1.1	-10	-1	0
O=C(CN1CCCC1c1ccc2c(c1)OCCO2)NC(=O)Nc1ccccc1 (stereo not given)	-1	1	6	-7	-3	-7	1.3	7	3	3

Compounds shown so far containing a Cl atom:
SMILES	UHRF1 binding	TDP2 inh	SIAE inh	TCR-CD3 inh	LEDGF integ inh	HTRA1 inhibitor	PG9 binder	mABHD4 FP	PRMT1 FP inh	Tn7 DDE FP
CCCn1c(SCN2C(=O)c3ccccc3C2=O)nc2cc(Cl)ccc2c1=O	-2	-2	13	-2	2	3	-2.3	-3	1	7
Cc1onc(-c2ccccc2Cl)c1C(=O)N1C=CC(C(F)(F)Cl)=NCC1	1	-6	-3	-3	-4	5	1.4	-2	7	6
Cc1nnc(NC(=O)c2sc3ccccc3c2Cl)s1	-2	6	-6	5	-1	-11	4.2	-15	-1	5
COc1cc(Cl)c(C)cc1NC(=O)CSc1ccccc1	-2	4	-3	-2	-2	-24	-1.3	-4	-1	3
CCOC(=O)C(=NC1CCS(=O)(=O)C1)NNc1cc(Cl)ccc1Cl (stereo not given)	1	2	2	-2	4	0	-1.8	0	-2	-3
Oc1ccc(/C=N/Nc2ccnc3cc(Cl)ccc23)cc1O	-11	-8	14	10	-2	42*	-5.0	35*	-5	5
COc1ccc(N2C(=O)[C@@H]3[C@H](C2=O)[C@H]2C=CC=NN2[C@@H]3C(=O)Nc2ccc(Cl)cc2)cc1	0	-6	-6	-6	-2	/	-0.7	-2	7	1

Rows were taken by chance. Share with any hit: about 4.2%.
